SUMO Mot1 rescue = inhibitors of SUMOylation pathway: yeast Mot1-301 growth rescue. S. cerevisiae Mot1-301 growth rescue, ATP luminescence, 38.5C; percent above DMSO median, 100 means doubled. AID 2716. 320,000 tested, 1% active. growth rescue, % at 18.8 µM;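 active means every valid replicate shows activation above 250% relative to neutral control wells; inactive means the rest, any valid replicate at or below 250%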;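 further: OY570 slx delta 5 strain wells were the positive control but not used for scaling; some compounds called inactive have numbers as strong as hits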
HTR5A ag = counter-screen for OPRM1-OPRD1 agonists: human HTR5A agonism; P47898; AID 504692; HTR5A agonist assay, luminescence, cell-based; activation, % at 9.3 µM; 340,000 tested, 0.61% active; in the data active means activation mostly above about 9.5%, no sharp cut-off; inactive means mostly below about 7.6%;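 further: 0% = cells with vehicle only and 100% = reference agonist; strong numbers were not always called active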
Target sequence (P47898 whole entry, looked up): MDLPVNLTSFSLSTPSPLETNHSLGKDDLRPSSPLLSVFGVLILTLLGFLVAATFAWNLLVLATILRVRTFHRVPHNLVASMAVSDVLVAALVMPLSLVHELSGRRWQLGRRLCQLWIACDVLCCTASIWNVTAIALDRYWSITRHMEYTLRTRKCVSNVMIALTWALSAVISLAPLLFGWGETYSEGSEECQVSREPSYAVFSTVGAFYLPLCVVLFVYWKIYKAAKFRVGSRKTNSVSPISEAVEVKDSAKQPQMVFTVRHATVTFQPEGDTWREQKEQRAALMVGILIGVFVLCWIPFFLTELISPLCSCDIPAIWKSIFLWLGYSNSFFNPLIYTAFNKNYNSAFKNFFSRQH
PKA-R1A activ = activators of PKA-R1A complex; P00514+P68181; activation, % at 11.4 µM; AID 504707; 340,000 tested, 0.083% active; PKA-R1A dissociation, Cy5-IP20 fluorescence polarization; scaled: DMSO 0%, 113 µM cGMP 100%;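 active means percent activation above the mean of all tested compounds plus 3 SD, cut at about 19% in these data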;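 further: higher means more PKAc released from R1A so a rise in polarization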
HTR5A inv ag = counter-screen for OPRM1-OPRD1 inverse agonists: human HTR5A inverse agonism. HTR5A cell line, luminescence. 340,000 tested, 0.083% active. inhibition, % at 9.3 µM; in the data active means inhibition mostly above about 23%, no sharp cut-off; inactive means mostly below about 18%;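 further: 0% = cells with DMSO and 100% = no-cell wells with DMSO; some compounds called inactive have numbers as strong as hits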
phage Ecoli inh = E. coli growth loss with phage present. growth absorbance. inhibition, % at 11.9 µM. 360,000 tested, 0.26% active; in the data active means inhibition above about 11%
PfHsp90 yeast 2 = reduces growth (ATP signal) of yeast expressing P. falciparum Hsp90; inhibition, % at 9.4 µM; S. cerevisiae expressing PfHsp90, BacTiter-Glo ATP, 48 h; yeast lacking PDR1 and PDR3 efflux regulators; 310,000 tested, 0.32% active;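 active means every replicate shows inhibition above about 80%, whatever the replicate mean, limit read from the data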;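 further: 0% = DMSO neutral controls and 100% = 20 µM radicicol positive controls; yeast relying on Plasmodium falciparum Hsp90 in place of its own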
AddAB inh = less growth of phage-infected E. coli with AddAB; AID 435030; E. coli expressing H. pylori AddAB, absorbance growth; inhibition, % at 11.9 µM; 330,000 tested, 0.29% active; in the data active means inhibition above about 12%;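 further: 0% = vehicle wells of infected cells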
OPRM1-OPRD1 inv = mu-delta opioid heterodimer inverse agonism; cell-based MOR-DOR heterodimer luminescence; 340,000 tested, 0.21% active; AID 504357; inhibition, % at 9.3 µM; in the data active means inhibition above about 22%, passing the limit was not always enough;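 further: 0% = cells with DMSO and 100% = wells without cells with DMSO; values of inactives mirror those of a sister screen read the other way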
MOR-DOR ag = agonists of human mu-delta opioid receptor heterodimerization; P35372+P41143; cells, OPRM1-OPRD1 heterodimerization, luminescence; activation, % at 9.3 µM; 340,000 tested, 0.3% active; AID 504326; in the data active means activation above about 18%;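 further: 0% = vehicle-treated cells and 100% = reference agonist; values of inactives mirror those of a sister screen read the other way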
Ecoli viability = reduces bacterial viability in AddAB counter-screen; E. coli V3065 growth, OD600 absorbance, 18 h; inhibition, % at 11.9 µM; 330,000 tested, 0.27% active; AID 449728;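 active means inhibition above the campaign's mean inhibition across all tested compounds plus 3 SD, cut at about 9.9% in these data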;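 further: uninfected addAB+ strain grown without phage in ampicillin broth; 0% = DMSO wells and 100% = ciprofloxacin 0.95 µg/ml wells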
Pemphigus Ab inh = inhibitors of pemphigus antibody binding to human desmoglein-3; P32926; DSG3-coupled beads, scFv-anti-DSG3-GFP binding, flow cytometry; active compounds read low; binding (percent of control), % at 10 µM; 310,000 tested, 0.48% active; AID 588358;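 active means binding more than 3 SD below its plate's average and above zero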;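 further: hits lower antibody fragment binding to DSG3; some compounds called inactive have numbers as strong as hits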
* = called active by the depositor. Random draw from the library (roughly 3.2% active in at least one column).

`O=S(=O)(c1ccc(Cl)cc1)N1CCN(c2nc(-c3cccs3)nc3ccccc23)CC1` gave HTR5A ag 5.6, PKA-R1A activ -6.2, HTR5A inv ag -19.4, phage Ecoli inh 1.4, PfHsp90 yeast 2 1.1, OPRM1-OPRD1 inv 9.6, MOR-DOR ag -1.8 and Pemphigus Ab inh 102.6.
`Cc1ccc(NC(=O)c2nn(C34CC5CC(CC(C5)C3)C4)cc2[N+](=O)[O-])cc1` gave SUMO Mot1 rescue 1.1, HTR5A ag 8.3, PKA-R1A activ 0.1, HTR5A inv ag 6.3, phage Ecoli inh 2.8, PfHsp90 yeast 2 10.5, AddAB inh 3.1, OPRM1-OPRD1 inv 7.2, MOR-DOR ag -1.4, Ecoli viability 3.5 and Pemphigus Ab inh 98.2.
CN(C)C=NC(=O)c1ccc(N2CCN(c3ncc(C(F)(F)F)cc3Cl)CC2)cc1 was read as SUMO Mot1 rescue -6.1, HTR5A ag 7.1, PKA-R1A activ -3.8, HTR5A inv ag -17.9, phage Ecoli inh 7.9, PfHsp90 yeast 2 -4.9, AddAB inh -0.3, OPRM1-OPRD1 inv 18.2, MOR-DOR ag -3.2, Ecoli viability 1.3 and Pemphigus Ab inh 101.2.
`COc1ccc(-c2c(NC(=O)c3ccco3)oc3c(C)cccc3c2=O)cc1` gave SUMO Mot1 rescue -3.9, HTR5A ag 6.3, PKA-R1A activ -1.0, HTR5A inv ag -16.3, phage Ecoli inh 1.0, PfHsp90 yeast 2 -0.8, AddAB inh 0.6, OPRM1-OPRD1 inv 20.3, MOR-DOR ag -3.7, Ecoli viability 1.9 and Pemphigus Ab inh 101.4.
Screening COc1cccc(CNC(=O)Cn2c(=O)n(CCC(=O)N3CCCCC3)c(=O)c3sccc32)c1 returned SUMO Mot1 rescue -7.2, HTR5A ag -4.3, PKA-R1A activ -6.8, HTR5A inv ag -4.5, phage Ecoli inh -1.3, PfHsp90 yeast 2 -3.0, AddAB inh 0.2, OPRM1-OPRD1 inv 5.1, MOR-DOR ag -1.0, Ecoli viability -1.0 and Pemphigus Ab inh 96.1.
CCOc1ccccc1NC(=O)COC(=O)CN1C(=O)NC(C)(C)C1=O was read as SUMO Mot1 rescue 1.3, HTR5A ag 2.8, PKA-R1A activ -4.5, HTR5A inv ag -7.2, phage Ecoli inh 2.3, PfHsp90 yeast 2 4.2, AddAB inh 1.2, OPRM1-OPRD1 inv 13.1, MOR-DOR ag -3.3, Ecoli viability 1.9 and Pemphigus Ab inh 100.3.
`Cc1c(Cl)ccc2c(C(=O)NCCN3CCCCC3)cc(-c3ccccn3)nc12` gave SUMO Mot1 rescue -24.3, HTR5A ag 1.4, PKA-R1A activ -3.4, HTR5A inv ag -1.8, phage Ecoli inh 3.6, PfHsp90 yeast 2 -30.4, AddAB inh 0.0, OPRM1-OPRD1 inv -20.4, MOR-DOR ag 4.2, Ecoli viability -1.3 and Pemphigus Ab inh 114.3.
`COc1ccc(OC)c(NC(=O)COC(=O)CCS(=O)(=O)c2ccc(Cl)cc2)c1` gave SUMO Mot1 rescue 1.9, HTR5A ag 12.6, PKA-R1A activ -15.4, HTR5A inv ag -30.6, phage Ecoli inh 1.1, PfHsp90 yeast 2 4.0, AddAB inh 1.7, OPRM1-OPRD1 inv 9.4, MOR-DOR ag -2.3 and Ecoli viability 0.2.
`Cc1ncsc1C(=O)O` gave SUMO Mot1 rescue 148.5, HTR5A ag -4.8, PKA-R1A activ 4.7, HTR5A inv ag -22.7, phage Ecoli inh -0.9, AddAB inh 0.8, OPRM1-OPRD1 inv 13.8, MOR-DOR ag -2.9, Ecoli viability -0.6 and Pemphigus Ab inh 111.9.
Screening O=C(O)CSc1ccccc1C(=O)O returned SUMO Mot1 rescue 107.3, HTR5A ag 6.9, PKA-R1A activ 1.1, HTR5A inv ag -18.4, phage Ecoli inh 3.6, PfHsp90 yeast 2 13.2, AddAB inh 0.2, OPRM1-OPRD1 inv 11.1, MOR-DOR ag -1.8 and Ecoli viability -1.8.
C=CCNC(=O)CNS(=O)(=O)c1ccc(F)cc1 was read as SUMO Mot1 rescue 6.3, HTR5A ag -1.5, PKA-R1A activ 2.2, HTR5A inv ag -6.4, phage Ecoli inh -1.4, PfHsp90 yeast 2 7.6, AddAB inh 2.0, OPRM1-OPRD1 inv 11.6, MOR-DOR ag -2.5 and Ecoli viability 0.1.
COc1cc(NC(=O)CN2C(=O)C(c3ccccc3)=NC23CCCCCC3)cc(OC)c1 was read as SUMO Mot1 rescue 5.4, HTR5A ag 4.1, PKA-R1A activ -4.0, HTR5A inv ag -43.5, phage Ecoli inh 1.1, PfHsp90 yeast 2 -8.5, AddAB inh 2.6, OPRM1-OPRD1 inv -14.3, MOR-DOR ag 2.7, Ecoli viability 0.5 and Pemphigus Ab inh 99.8.
COc1ccc(CCN2CC(C(=O)N(C)CC(=O)Nc3ccc(Cl)c(C(F)(F)F)c3)CC2=O)cc1OC (centres undefined) was read as HTR5A ag 2.6, PKA-R1A activ -7.6, HTR5A inv ag 4.3, phage Ecoli inh 0.7, OPRM1-OPRD1 inv 9.9, MOR-DOR ag -1.5 and Pemphigus Ab inh 101.0.
`CC(C)c1ccc(C2=C(O)c3ccccc3C(=O)C2=O)cc1` gave SUMO Mot1 rescue -10.4, HTR5A ag -5.0, PKA-R1A activ 2.8, HTR5A inv ag -6.2, phage Ecoli inh 5.6, PfHsp90 yeast 2 26.3, AddAB inh 5.6, OPRM1-OPRD1 inv 15.4, MOR-DOR ag -3.0, Ecoli viability 0.4 and Pemphigus Ab inh 97.4.
For CCc1ccc(CN2CCC(C(=O)Nc3ccc(-n4nc(C)cc4C)cc3)CC2)o1 the results were SUMO Mot1 rescue -4.6, HTR5A ag 1.0, PKA-R1A activ -1.3, HTR5A inv ag -1.1, phage Ecoli inh 1.0, PfHsp90 yeast 2 -33.7, AddAB inh 2.9, OPRM1-OPRD1 inv 5.4, MOR-DOR ag -1.1, Ecoli viability -2.6 and Pemphigus Ab inh 115.2.
Screening COc1cc(CCC(=O)Oc2ccc(C(C)=O)cc2)cc(OC)c1OC returned SUMO Mot1 rescue -11.1, HTR5A ag -2.1, PKA-R1A activ 2.4, HTR5A inv ag 5.5, phage Ecoli inh 4.5, PfHsp90 yeast 2 -35.2, AddAB inh 2.6, OPRM1-OPRD1 inv 11.6, MOR-DOR ag -2.3, Ecoli viability -1.2 and Pemphigus Ab inh 86.6.
Clc1ccc2c(c1)c1ccccc1n2CN1CCOCC1 was read as SUMO Mot1 rescue 65.9, HTR5A ag 0.7, PKA-R1A activ -10.9, HTR5A inv ag -15.5, phage Ecoli inh 0.1, PfHsp90 yeast 2 6.9, AddAB inh -1.2, OPRM1-OPRD1 inv -21.9, MOR-DOR ag 3.8, Ecoli viability 1.4 and Pemphigus Ab inh 103.2.
`Fc1ccccc1N1CCN(CC2CCCCC2)CC1` gave SUMO Mot1 rescue 3.2, HTR5A ag -2.7, PKA-R1A activ 2.8, HTR5A inv ag 10.1, phage Ecoli inh 2.4, PfHsp90 yeast 2 -7.6, AddAB inh 1.0, OPRM1-OPRD1 inv -8.9, MOR-DOR ag 1.9, Ecoli viability -1.0 and Pemphigus Ab inh 98.6.
Screening COc1cc2ccccc2cc1C(=O)Nc1cc(C)ccn1 returned SUMO Mot1 rescue -2.3, HTR5A ag -2.5, PKA-R1A activ 0.1, HTR5A inv ag -0.2, phage Ecoli inh 0.6, PfHsp90 yeast 2 -3.0, AddAB inh 0.9, OPRM1-OPRD1 inv -11.0, MOR-DOR ag 1.6, Ecoli viability 1.8 and Pemphigus Ab inh 103.4.
COc1ccc(S(=O)(=O)N2CCN(c3ncccn3)CC2)cc1[N+](=O)[O-] was read as SUMO Mot1 rescue 44.1, HTR5A ag 0.6, PKA-R1A activ 2.1, HTR5A inv ag -13.2, phage Ecoli inh 0.2, PfHsp90 yeast 2 -0.8, AddAB inh 1.0, OPRM1-OPRD1 inv 11.1, MOR-DOR ag -2.2, Ecoli viability -0.2 and Pemphigus Ab inh 103.3.
CCc1cc2ccc(C)cc2nc1SCC(=O)Nc1cc(OC)c(OC)cc1C(=O)O was read as SUMO Mot1 rescue -9.7, HTR5A ag -8.4, PKA-R1A activ -5.2, HTR5A inv ag 22.4, phage Ecoli inh 1.5, PfHsp90 yeast 2 -3.7, AddAB inh 0.6, OPRM1-OPRD1 inv -6.4, MOR-DOR ag 1.1, Ecoli viability -2.4 and Pemphigus Ab inh 101.9.
`Cc1cc(=O)c(C(=O)OC(C)C(=O)NC(N)=O)nn1-c1ccc(Cl)cc1` (centres undefined) gave SUMO Mot1 rescue -4.8, HTR5A ag -0.1, PKA-R1A activ -7.2, HTR5A inv ag -5.2, phage Ecoli inh 2.4, PfHsp90 yeast 2 2.9, AddAB inh 1.1, OPRM1-OPRD1 inv 10.9, MOR-DOR ag -2.1, Ecoli viability -2.6 and Pemphigus Ab inh 104.2.
For CN(CCN1CCOCC1)Cc1nc(-c2ccccc2)no1 the results were SUMO Mot1 rescue 26.9, HTR5A ag 0.5, PKA-R1A activ -2.6, HTR5A inv ag 9.7, phage Ecoli inh 1.4, PfHsp90 yeast 2 6.8, AddAB inh -0.1, OPRM1-OPRD1 inv 10.0, MOR-DOR ag -2.0, Ecoli viability 1.1 and Pemphigus Ab inh 89.7.
`CCOC(=O)c1ccoc1CN1CCN(S(=O)(=O)c2ccc(C)c(C)c2)CC1` gave SUMO Mot1 rescue -7.2, HTR5A ag -1.8, PKA-R1A activ -5.3, HTR5A inv ag 7.2, phage Ecoli inh 2.4, PfHsp90 yeast 2 -12.6, AddAB inh -2.5, OPRM1-OPRD1 inv 0.4, MOR-DOR ag -0.1, Ecoli viability 0.4 and Pemphigus Ab inh 125.7.
CCOC(=O)N1CCC(N(CCN(C)C)C(=S)Nc2ccccc2Cl)CC1 was read as SUMO Mot1 rescue -5.6, HTR5A ag 4.3, PKA-R1A activ 4.3, HTR5A inv ag -12.7, phage Ecoli inh -1.3, PfHsp90 yeast 2 -20.5, AddAB inh 0.2, OPRM1-OPRD1 inv 17.1, MOR-DOR ag -3.4, Ecoli viability -0.8 and Pemphigus Ab inh 97.9.
Screening Cc1ccc(-c2cn3cccnc3n2)cc1NC(=O)c1cccs1 returned SUMO Mot1 rescue 246.5, HTR5A ag 2.4, PKA-R1A activ -2.9, HTR5A inv ag -8.7, phage Ecoli inh 2.2, PfHsp90 yeast 2 6.0, AddAB inh 2.2, OPRM1-OPRD1 inv 7.5, MOR-DOR ag -1.4, Ecoli viability -1.4 and Pemphigus Ab inh 101.8.
Cc1nnc(SCC(=O)N2CCN(S(=O)(=O)c3ccccc3)CC2)s1 was read as SUMO Mot1 rescue 9.3, HTR5A ag -0.6, PKA-R1A activ -5.4, HTR5A inv ag -23.5, phage Ecoli inh 2.0, PfHsp90 yeast 2 -9.0, AddAB inh 0.9, OPRM1-OPRD1 inv 9.4, MOR-DOR ag -1.8, Ecoli viability 0.8 and Pemphigus Ab inh 107.1.

Compound activity deposited in PubChem BioAssay by several laboratories.
